Screening data: PubChem, MTDP
RNase H inhibition: RNase H inhibition, HIV 1 Gag Pol polyprotein, FRET biochemical assay, screening (AID 372); hit rate 0.77% among 100,000; HIV-1 RT RNase H, FRET RNA/DNA substrate fluorescence; higher % means a stronger effect; inhibition, % at 10 µM; hits with a dose series show IC50 in µM; in the data active = inhibition above about 50%
The depositor's hits bear a star. A portion of the library. The share of hits here may be higher or lower than overall.

SMILES	RNase H inhibition
Clc1ccc(OCCCCCCN2CCCCC2)cc1	0%
O=c1c2ccccc2nc(Cc2ccccc2)n1Nc1ccccc1	6%
NC(=O)c1c(NC(=O)CCc2ccccc2)sc2c1CCCCCC2	1.5µM*
CCOC(=O)C1=C(C)N=c2s/c(=C\c3ccc(N(C)C)cc3)c(=O)n2C1c1ccc(C)cc1 (stereo not given)	20%
Cc1ccc2c(c1)-c1c(ssc1=S)C(C)(C)N2C(=O)C(C)N1C(=O)c2ccccc2C1=O (stereo not given)	0%
O=C(Cn1nnc2ccccc21)N/N=C/c1cccc(Oc2ccccc2)c1	33%
Cc1cc2nc(-c3ccc(NC(=S)NC(=O)c4ccco4)cc3)oc2cc1C	13%
O=C(c1ccccc1)N1N=C(C(F)(F)F)CC1(O)c1ccccc1 (stereo not given)	35%
Cc1ccc(S(=O)(=O)Nc2cc(C)c(O)c(Sc3nc4ccccc4s3)c2)cc1	14%
CC(C)c1ccc(OCC(O)Cn2cnc3ccccc32)cc1 (stereo not given)	10%
Cc1cccc(N2N=C(c3ccccc3)CC2c2ccccc2)c1 (stereo not given)	9%
Cc1cccc(C(=O)NC(=S)Nc2cccc(-c3nc4cc(Cl)ccc4o3)c2C)c1	9%
CCOC(=O)c1ccc(N2C(=O)CC(NCc3ccc(Cl)cc3)C2=O)cc1 (stereo not given)	8%
O=c1cc(C(F)(F)C(F)(F)F)c2cc3c4c(c2o1)CCCN4CCC3	0%
CCCCc1ccc(NS(=O)(=O)c2ccc(OC)cc2)cc1	0%
COc1ccc(CC(=O)O/N=C(\N)c2ccc(Br)cc2)cc1OC	7%
N#C/C(=C/Nc1cccc(C(F)(F)F)c1)c1nc(-c2cc3cc(Br)ccc3oc2=O)cs1	9%
COc1ccc(-c2c(N)n[nH]c2-c2ccccc2)cc1OC	9%
O=S(=O)(c1ccc2c(c1)OCCO2)N1CCCCCC1	3%
CN(C)C(=O)COc1ccc2c3c(c(=O)oc2c1)CCCC3	7%
COc1ccc(CN2CCN(Cc3cccc4ccccc34)CC2)cc1OC	3%
COc1ccc(CCNC(=O)CSc2nnc(-c3cccc(F)c3)n2-c2ccccc2)cc1OC	12%
Brc1ccc(-c2nnc(SCCCCOc3ccccc3)o2)cc1	12%
Cc1ccc2oc(-c3cccc(NC(=O)C(Cl)(Cl)Cl)c3C)nc2c1	10%
COC(=O)c1cccc([N+](=O)[O-])c1C(=O)Nc1c(C)n(C)n(-c2ccccc2)c1=O	9%
O=C1c2cccc3cccc(c23)C(=O)N1/N=C/c1ccccc1O	0%
COC(=O)C1=C(C)NC(=O)/C1=C\c1ccc(C)cc1	4%
O=S(=O)(Nc1cc(Cl)cc(Cl)c1)c1cc(Cl)ccc1Cl	29%
CCOc1ccc(Nc2ncnc3c2oc2ccccc23)cc1	7%
CC(=O)Nc1ccc(C(=O)N2CCc3ccccc3C2)cc1	8%
Cc1cc(/C=C2/SC(=S)NC2=O)c(C)n1-c1cccnc1	12%
CC(C)(C)OC(=O)N1CC(O)CC1C(=O)OCC(=O)c1ccccc1 (stereo not given)	0%
CC(C)OC(=O)C1C(=O)CC(C)(O)C(C(=O)OC(C)C)C1c1cccc(F)c1 (stereo not given)	2%
N#CC1=C(N)Oc2n[nH]c(-c3ccccc3)c2C1CCc1ccccc1 (stereo not given)	19%
Cc1ccc(-c2nc3ccccc3s2)cc1NC(=S)NC(=O)c1cccc([N+](=O)[O-])c1C	14%
CCC(NC(=O)Cc1ccccc1)C(=O)O (stereo not given)	1%
CCC(=O)N1c2ccccc2NC2=C(C(=O)CC(c3cc(OC)c(OC)c(OC)c3)C2)C1c1ccc(C)cc1 (stereo not given)	22%
COC(=O)C1=C(C)NC(=O)NC1c1ccc(Br)c([N+](=O)[O-])c1 (stereo not given)	1%
CCOc1cc(/C=C2/SC(=S)NC2=O)cc([N+](=O)[O-])c1OCCCOc1ccc(Cl)cc1	27%
COc1ccccc1NCn1nnc2ccccc21	13%
CCC(=O)Nc1cc(-c2nc3ccc(C)cc3o2)ccc1Cl	20%
Cc1ccc(N2NC(=O)/C(=C/c3ccccc3)C2=O)cc1	5%
CCCOC(=O)c1c(NC(=O)c2ccccc2Br)sc2c1CCCCC2	12%
COc1ccccc1N1CCN(/N=C/C=C\c2ccco2)CC1	8%
Cc1cc(C(F)(F)F)nn1CC(=O)Nc1sc2c(c1C#N)CCCC2	11%
O=C(NCC1CCCO1)c1cc2ccccc2oc1=O (stereo not given)	2%
CN(c1ccccc1)c1cc(N2CCN(c3cccc(Cl)c3)CC2)c([N+](=O)[O-])cc1[N+](=O)[O-]	32%
CCOc1ccccc1NC(=O)C(=O)NCc1ccncc1	0%
COc1c(Cl)cc(Cl)cc1/C=N/NC(=O)c1cccc(I)c1	10%
O=C(CSc1nnnn1-c1ccccc1)c1ccc(-c2ccccc2)cc1	8%
CCOC(=O)c1cnc2cc(-c3ccc(Br)cc3)nn2c1C	8%
C#CCn1cc(/C=C2\C(=O)NC(=O)N(c3ccc(C)cc3)C2=O)c2ccccc21	13%
O=c1cc(-c2ccccc2)[nH]n1-c1ccccc1	6%
COC(=O)c1sc2nc(-c3ccccc3)nc(N3CCOCC3)c2c1C	3%
COc1ccc(C2/C(=C(/O)c3ccc(C)cc3)C(=O)C(=O)N2CCCCCC(=O)O)cc1 (stereo not given)	0%
CC(C)Oc1ccccc1NC(=O)c1cccs1	6%
S=C(NCC1(c2ccccc2)CCOCC1)Nc1ccccc1	9%
CCCCCOC(=O)NCC(O)c1ccccc1 (stereo not given)	9%
Cc1ccc2nc(-c3ccc(O)cc3)sc2c1	26%
O=[N+]([O-])c1ccccc1S(=O)(=O)NC1CCS(=O)(=O)C1 (stereo not given)	6%

(list continues)
SMILES	RNase H inhibition
O=C(COc1ccc2c(c1)oc(=O)c1ccccc12)c1ccc(F)cc1	10%
COc1ccc(NC(=O)c2cc(I)ccc2Cl)cc1	2%
Cc1onc(-c2ccccc2)c1C(=O)Nc1cccc(Br)c1	16%
CC(C)(C)c1ccc(C(C)(C)C)c2c1OC(c1ccc(O)cc1)O2	23%
Cc1ccc(OCC(=O)N/N=C\c2cccc(OC(=O)c3cccs3)c2)cc1	12%
O=C(/C=C/c1ccccc1Cl)Nc1ncccn1	17%
COc1cc(/C=N\NC(=O)COc2ccccc2Cl)cc(OC)c1O	10%
Cc1ccc(N(CC(=O)N/N=C/c2ccc(C#N)cc2)S(=O)(=O)c2ccccc2)cc1C	16%
COc1ccc(/C=C/C(=O)Nc2nc3ccccc3n2C)cc1	15%
CC1CC(N(C(=O)c2ccc([N+](=O)[O-])cc2)c2ccccc2)c2ccccc2N1C(=O)c1ccc(F)cc1 (stereo not given)	21%
COc1ccccc1C1N=C(c2ccccc2)C(C)(C)N1O (stereo not given)	4%
COC(=O)c1cc(C(=O)N2CCOCC2)cc([N+](=O)[O-])c1	1%
O=C(NCCc1ccc(Cl)cc1)C(=O)Nc1ccccc1F	1%
O=C(N/N=C/c1ccc(/C=N/NC(=O)c2ccc(Br)cc2)cc1)c1ccc(Br)cc1	18%
CCCOc1ccc(C(=O)Nc2scc(-c3ccc(C)cc3)c2C(=O)OCC)cc1	6%
CN(C)/C=C1\N=C(c2cccc(Br)c2)OC1=O	21%
COC(=O)c1cc(NC(=O)c2cc(I)ccc2Cl)cc(C(=O)OC)c1	28%
O=C1NC(=S)N/C1=C/c1ccc(Cl)cc1	26%
Cc1cccnc1NC(=O)Nc1ccc(Cl)cc1	6%
O=C(Nc1nc2ccccc2n1Cc1ccccc1)C1CCCCC1	5%
Cc1ccc(C23CC4CC(CC(O)(C4)C2)C3)cc1[N+](=O)[O-]	6%
CNC(=O)C(=O)Nc1nc(C23CC4CC(CC(C4)C2)C3)cs1	0%
O=C(c1ccc([N+](=O)[O-])cc1)N1CCN(Cc2cccc3ccccc23)CC1	2%
COc1ccc(NC(=O)c2cc3ccccc3cc2O)c([N+](=O)[O-])c1	12%
Cc1ccc2nsnc2c1NC(=O)COc1ccc([N+](=O)[O-])cc1	8%
CC(=O)c1ccc(NC(=O)c2ccc3c(c2)OCCO3)cc1	9%
Cc1ccc(S(=O)(=O)N(CC(=O)NC2CCCC2)c2cccc(Cl)c2)cc1	9%
Cc1ccc(Cl)cc1NC(=O)c1ccccc1C	5%
CC(=O)c1cccc(NC(=S)NC(=O)c2ccc(Br)cc2)c1	7%
CS(=O)(=O)N1CCN(Cc2cccnc2)CC1	3%
COc1ccc(C(=O)Nc2ccc(S(=O)(=O)Nc3cc(C)on3)cc2)cc1Br	3%
CCOC(=O)C1=C(C)NC(=S)NC1c1cccc(C)c1 (stereo not given)	0%
O=C(/C=C/c1ccc(Cl)cc1Cl)Nc1ccc(N2CCN(C(=O)c3ccccc3)CC2)cc1	33%
O=C(CNC1CCCCC1)N1c2ccccc2C=Cc2ccccc21	4%
CC(C)(C)Nc1nc(NCc2ccccc2)nc(N/N=C/c2ccc3c(c2)OCO3)n1	16%
CCCc1cc(=O)n2[nH]c(-c3ccc(C)cc3)cc2n1	0%

A few values from the entries so far:
Under RNase H inhibition, `COc1ccc(C(=O)Nc2ccc(S(=O)(=O)Nc3cc(C)on3)cc2)cc1Br` has the entry 3%
Under RNase H inhibition, `O=C(CNC1CCCCC1)N1c2ccccc2C=Cc2ccccc21` has the entry 4%
Under RNase H inhibition, `O=C(/C=C/c1ccc(Cl)cc1Cl)Nc1ccc(N2CCN(C(=O)c3ccccc3)CC2)cc1` has the entry 33%

(list continues)
SMILES	RNase H inhibition
O=C(COc1ccccc1)NC(=S)Nc1cccc(NC(=O)c2ccccc2Cl)c1	0%
COc1cc(C=C2C(=O)NC(=O)NC2=O)ccc1Oc1ccc([N+](=O)[O-])cc1[N+](=O)[O-]	14%
COc1ccc(OC)c(NC(=O)c2ccc(C)o2)c1	0%
S=C(NCCN1CCOCC1)Nc1ccc(Cl)cc1Cl	0%
CCOC(=O)C1=C(C)N=c2s/c(=C/c3ccccc3O)c(=O)n2C1c1ccccc1OC (stereo not given)	2%
COc1cccc(CNCc2ccc([N+](=O)[O-])cc2)c1OC	14%
NNC(=O)CN1C(CN2CCOCC2)=Nc2ccc(Br)cc2C1c1ccccc1 (stereo not given)	11%
Cc1ccc(OCC(=O)Nc2cccc3c2CCCC3)c(Br)c1	4%
O=C(Nc1ccccc1F)c1cccc(C(=O)Nc2ccccc2F)c1	3%
CCOC(=O)C1=C(c2ccccc2)N=c2s/c(=C\c3ccc[nH]3)c(=O)n2C1c1cccs1 (stereo not given)	13%
COc1ccc(C2Nc3ccccc3C(=O)N2Cc2ccco2)cc1COc1ccc(Cl)cc1 (stereo not given)	14%
Cc1ccc(/C(O)=C2\C(=O)C(=O)N(c3ccc(O)cc3)C2c2ccccc2)cc1 (stereo not given)	9%

Three structures already listed, sorted by SMILES length, highest first:
SMILES	RNase H inhibition
CCOC(=O)C1=C(c2ccccc2)N=c2s/c(=C\c3ccc[nH]3)c(=O)n2C1c1cccs1 (stereo not given)	13%
COc1ccc(C2Nc3ccccc3C(=O)N2Cc2ccco2)cc1COc1ccc(Cl)cc1 (stereo not given)	14%
COc1cccc(CNCc2ccc([N+](=O)[O-])cc2)c1OC	14%

(cont.)
SMILES	RNase H inhibition
CN(CCC(=O)Nc1ccc(F)c(F)c1)Cc1ccccc1	3%
COc1cccc(/C=N\Nc2ncccc2[N+](=O)[O-])c1O	0%
COc1ccc(/C=C2\C(=O)NC(=S)N(c3ccc(Br)cc3)C2=O)cc1C	18%
COc1cc(NC(=O)[C@@H]2C3C=CC(C3)[C@@H]2C(=O)O)c(OC)cc1Cl (stereo not given in full)	11%
OC1CN=C2CCCc3c2n(c2ccc(Cl)cc32)C1 (stereo not given)	3%
NCCOc1ccccc1-c1ccccc1	13%
O=C(O)C1C2CCC(O2)C1C(=O)N1CCN(c2ccc(F)cc2)CC1 (stereo not given)	3%
COc1ccc(C=Nc2ccccc2O)cc1OC	0%
CCCCOc1ccc(/C=C(/C#N)c2nc3ccc(C)cc3[nH]2)cc1OC	7%
O=C1/C(=C\c2ccc([N+](=O)[O-])cc2)SC(=S)N1c1cccc(C(F)(F)F)c1	3%
O=C(Cc1ccccc1[N+](=O)[O-])NCc1ccncc1	4%
N#C/C(=C/c1cc([N+](=O)[O-])ccc1Cl)C(=O)Nc1cccc(Br)c1	8%

For convenience, part of the list above.
SMILES	RNase H inhibition
O=C(O)C1C2CCC(O2)C1C(=O)N1CCN(c2ccc(F)cc2)CC1 (stereo not given)	3%
COc1ccc(C=Nc2ccccc2O)cc1OC	0%
CCCCOc1ccc(/C=C(/C#N)c2nc3ccc(C)cc3[nH]2)cc1OC	7%
O=C1/C(=C\c2ccc([N+](=O)[O-])cc2)SC(=S)N1c1cccc(C(F)(F)F)c1	3%
O=C(Cc1ccccc1[N+](=O)[O-])NCc1ccncc1	4%
N#C/C(=C/c1cc([N+](=O)[O-])ccc1Cl)C(=O)Nc1cccc(Br)c1	8%

Shown with each value named: part of the list above
SMILES: NCCOc1ccccc1-c1ccccc1
  RNase H inhibition = 13%

SMILES: COc1cccc(/C=N\Nc2ncccc2[N+](=O)[O-])c1O
  RNase H inhibition = 0%

(next part)
SMILES	RNase H inhibition
Cc1c(NC(=O)c2cccc(Br)c2)cccc1-c1nc2cc(Cl)ccc2o1	11%
CCOC(=O)c1c(NC(=O)Cc2cccs2)sc(C(=O)Nc2ccccc2F)c1C	12%
COc1ccc(NC(=O)C(=O)NNC(=O)c2cccs2)c(OC)c1	2%
Cc1ccsc1C1NC(=O)c2c(sc3c2CCCC3)N1 (stereo not given)	13%
O=C(CCCOc1ccc(Cl)cc1Cl)NNC(=O)c1cccc(Br)c1	11%
COc1cc(NC(=O)c2ccc(-c3cccc(Cl)c3)o2)ccc1NC(=O)c1ccco1	5%
COc1ccc([N+](=O)[O-])cc1NS(=O)(=O)c1ccccc1	3%
Cc1cccc(NC(=O)C(O)c2ccccc2)c1 (stereo not given)	3%
C(=N\N1CCN(Cc2cccc3ccccc23)CC1)/c1ccc(OCc2ccccc2)cc1	3%
COc1ccc(-c2csc(/C(C#N)=C/c3cc(Cl)cc(Cl)c3OC)n2)cc1OC	3%
Cc1cc(=O)oc2c(C)c(OCC(=O)c3ccc(Cl)cc3)ccc12	5%
O=C(Nc1ccccc1)Nc1nnc(COc2ccc(F)cc2)s1	0%
